# Bioassay records (PubChem BioAssay)
# BaF3 tox = parental Ba/F3 cell viability inhibition, counter-screen for JAK2V617F inhibitor project, murine pro-B, CellTiter-Glo luminescence; CellTiter-Glo ATP luminescence; inhibition, % at 5.6 µM; 220,000 tested, 1.1% active;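 active = inhibition above a per-campaign cutoff, the mean inhibition of all tested compounds plus 3 SD, cut at about 27% in these data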;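 also: 0% = DMSO wells and 100% = JAK Inhibitor I control wells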
# Ba/F3 V617F tox = reduced viability of JAK2V617F-dependent Ba/F3 cells, primary screen, JAK2V617F inhibitor project, cell-based, Ba/F3 EpoR-JAK2V617F, luminescence | AID 1446, 2008 | ATP luminescence | inhibition, % at 5.6 µM | 220,000 tested, 1.1% active;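 active = inhibition above the campaign mean plus 3 SD over all tested compounds, cut at about 24% in these data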;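 also: cytokine-independent growth of Ba/F3 cells driven by EpoR plus mutant JAK2; 0% = DMSO-treated cells and 100% = JAK inhibitor I control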
# TNF death inh = inhibitors of TNF-alpha triggered necroptosis, primary screen, cell-based, Jurkat FADD-/-, single concentration | Jurkat FADD-/- TNF necroptosis rescue, ATP luminescence, 24 h; 0 = TNF only, 100 = no-TNF cells | 220,000 tested, 0.068% active | activation (protection from cell death), % at 10 µM;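 active = activation, meaning protection from cell death, of at least 50% relative to plate controls; inactive = activation below 50%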;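 also: necroptosis triggered by 40 ng/mL TNF-alpha added together with compound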
# RBBP9 inh = human RBBP9 inhibitors, primary screen, biochemical, fluorescence polarization, FP-Rh probe, HTS. AID 1515, 2009. recombinant RBBP9. 220,000 tested, 0.2% active. Serine hydrolase RBBP9 (Homo sapiens), O75884. inhibition, % at 7.94 µM;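 active = inhibition above the campaign mean of all tested compounds plus 3 SD, cut at about 14% in these data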;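 also: plate controls were DMSO wells with RBBP9 for no effect and wells lacking RBBP9 protein for full effect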
# Target sequence (O75884 whole entry, looked up): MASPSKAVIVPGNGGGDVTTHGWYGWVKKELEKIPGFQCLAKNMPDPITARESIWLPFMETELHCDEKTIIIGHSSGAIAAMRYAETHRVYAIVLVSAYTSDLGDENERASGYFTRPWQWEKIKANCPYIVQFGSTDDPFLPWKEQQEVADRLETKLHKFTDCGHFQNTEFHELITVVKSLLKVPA
#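 Assay system: recombinant human RBBP9; Reagent: Serine-hydrolase probe FP-Rh, 375 nM pre-mixing; Doses: 7.94 µM single dose, 0.794% DMSO; Incubation: 30 min then 45 min, 25 °C; Detection: fluorescence polarization (mP), excitation 525 nm, emission 598 nm; Evaluation: percent inhibition from mP, scaled between DMSO and no-protein wells.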
# TRPN1 ag = zebrafish TRPN1 channel agonists, primary screen, cell-based, HEK293, calcium fluorescence; transient receptor potential cation channel N1 (TRPN1/NompC), Danio rerio; HEK293 zebrafish TRPN1-YFP, Fluo-8 calcium fluorescence; 100% = response to 87 µM carbachol; activation, % at 3 µM; 220,000 tested, 0.18% active;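 active = activation above its plate's cutoff, the mean activation of test wells on that plate plus 3 SD, cut at about 19% in these data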;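 also: 0% = DMSO alone and 100% = 87 µM carbachol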
#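 Material: zebrafish TRPN1-YFP in HEK293 cells. Doses: one dose of 3 µM, 0.3% DMSO. Incubation: dye 1 h 37 °C plus 30 min RT. Measured by: intracellular calcium fluorescence with Fluo-8.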
# CHOP inhibitor = inhibitors of CHOP promoter induction, primary screen, cell-based, unfolded protein response, luciferase reporter; CHO-K1 CHOP-promoter luciferase, tunicamycin-induced, 15-18 h; inhibition, % at 10 µM; 220,000 tested, 3.8% active; AID 2732, 2010;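 active = compounds that reduced the stress-induced luciferase reporter signal by more than about 70% of percent inhibition, limit read from the data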;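 also: 0% = tunicamycin plus vehicle and 100% = wells without tunicamycin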
# TRPML3 agonist = human TRPML3 channel agonists, primary screen, cell-based, HEK293 TRPML3-YFP, Fluo-8 calcium fluorescence, 3 µM | Mucolipin-3 (Homo sapiens), Q8TDD5 | 220,000 tested, 0.29% active | activation, % at 3 µM | 100% = the carbachol control signal;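 active = activation above its plate's cutoff, the mean activation of the plate's test wells plus 3 SD, cut at about 12% in these data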;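 also: 0% = DMSO only wells and 100% = carbachol wells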
#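 Material: TRPML3-YFP stable HEK293 cells | Dosing: One concentration, 3 µM nominal, 0.3% DMSO | Timing: 125 s total fluorescence read per well | Technique: Fluo-8 calcium dye fluorescence, ex 470-495, em 515-575 nm | Measure: Percent activation from peak-to-basal fluorescence ratio, scaled between DMSO and carbachol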
# PPC-1+TRAIL kill = compounds killing PPC-1 cancer cells with TRAIL present, primary screen, TRAIL potentiator project, ATPLite luminescence, uHTS; 220,000 tested, 0.41% active; cell killing (% activity), % at 4 µM; PPC-1 cells + TRAIL, ATPLite viability luminescence;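 active = cell killing above 50% in the first pass at 4 µM, then a duplicate retest at 5 µM averaging 50% or more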;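 also: plate controls were cells with TRAIL plus DMSO for no effect and medium-only wells lacking cells for full effect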
# Wee1 degr inh = Wee1 degradation inhibitors, primary screen, cell-based, HeLa, Wee1K328M-luciferase, luminescence. Wee1-like protein kinase (Homo sapiens), P30291. HeLa Luc-Wee1K328M stability; 100% = proteasome inhibitor MG132 effect. reporter increase, % at 5 µM. 220,000 tested, 1.2% active. AID 1321, 2008;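 active = activation above the mean of all tested compounds plus 3 SD, set per screening run, cut at about 8.8% in these data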;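 also: cells exposed to compound for 20 h before luminescence read; 0% = DMSO alone and 100% = MG132 at 30 µM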
# Target sequence (P30291 whole entry K328M): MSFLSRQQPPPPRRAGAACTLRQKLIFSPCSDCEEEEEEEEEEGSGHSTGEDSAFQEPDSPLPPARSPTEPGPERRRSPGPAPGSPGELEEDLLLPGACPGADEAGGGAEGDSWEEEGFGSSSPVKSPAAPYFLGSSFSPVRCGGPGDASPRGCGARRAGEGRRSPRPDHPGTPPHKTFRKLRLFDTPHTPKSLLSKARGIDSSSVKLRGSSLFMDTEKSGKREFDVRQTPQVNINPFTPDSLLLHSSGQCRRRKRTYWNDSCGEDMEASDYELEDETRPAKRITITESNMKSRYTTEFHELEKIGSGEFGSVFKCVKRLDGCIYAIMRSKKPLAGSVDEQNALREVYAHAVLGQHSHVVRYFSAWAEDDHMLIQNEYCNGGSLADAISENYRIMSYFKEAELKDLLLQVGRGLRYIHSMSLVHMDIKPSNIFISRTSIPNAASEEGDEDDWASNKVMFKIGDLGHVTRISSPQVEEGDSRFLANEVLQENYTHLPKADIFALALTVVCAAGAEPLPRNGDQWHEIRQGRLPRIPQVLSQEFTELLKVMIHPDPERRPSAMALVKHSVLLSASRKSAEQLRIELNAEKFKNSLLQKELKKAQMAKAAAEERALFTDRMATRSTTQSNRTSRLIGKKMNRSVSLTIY
# * hit, by the source's call; · = no result given.
SMILES,BaF3 tox,Ba/F3 V617F tox,TNF death inh,RBBP9 inh,TRPN1 ag,CHOP inhibitor,TRPML3 agonist,PPC-1+TRAIL kill,Wee1 degr inh
O=C(CSCc1ccc(Cl)cc1)Nc1ccc2c(c1)OCCO2,8,3,18,1,-1.8,10,-0.4,8,0
CC(=O)C1=C(C)NC(SCC(=O)c2ccc(C)cc2)=C(C#N)C1c1ccco1 (centres undefined),6,-3,-5.0,-9,-0.1,38,0.1,26,-3
COc1ccccc1OCCCCN1CCN(C(c2ccccc2)c2ccccc2)CC1,-1,-2,1.8,-10,-0.5,86*,-0.2,29,-4
CCCCOc1ccc(C(=O)NN2CCN(C)CC2)cc1,6,-2,2.8,0,0.1,-9,0.5,16,7
Oc1ccc(C2=NNC(=NCc3ccc4c(c3)OCO4)SC2)c(O)c1,13,6,-2.4,-4,-0.2,19,0.7,-6,1
COc1ccc(S(=O)(=O)Nc2ccc(O)c(Sc3nc4ccccc4s3)c2)cc1,6,-1,5.0,-4,-3.5,13,-0.6,0,-2
CC(C)C(=O)N1CCN(c2ccc([N+](=O)[O-])c(NC(C)c3ccccc3)c2)CC1 (centres undefined),11,4,-1.1,-2,-3.1,38,-1.3,5,-1
O=C(CCCc1nc(-c2ccc(Cl)cc2)no1)Nc1cccnc1,0,-1,-7.2,-3,2.7,·,3.7,9,0
CC1=C(OC(=O)C(C)(C)C)C(C)(C)C(c2ccccc2)OC1=O (centres undefined),-2,0,2.0,-5,-0.7,62,0.4,10,-1
COc1ccc2oc(C)c(C(=O)Cn3ccnc3)c2c1,-1,-4,2.7,-4,-0.1,4,1.0,-28,-1
COC(=O)c1cn(NC(=O)/C=C/c2ccc(OC)c(OC)c2)c(=O)c2ccccc12,6,-2,0.0,-6,1.0,3,0.4,-12,4
CC1(C)CC(=O)C2=C(C1)Nc1[nH]c(=S)[nH]c(=O)c1C2c1ccccc1 (centres undefined),2,2,1.1,-5,-0.3,-5,0.2,3,-1
COC(=O)c1c(-c2cccnc2)csc1NC(=O)c1cc(C)on1,3,-1,4.7,-12,0.0,26,0.7,25,8
Clc1ccc(C2NCCc3sccc32)cc1 (centres undefined),2,-1,3.5,-3,0.0,11,0.5,13,1
Cc1nc2cc(C(=O)OCC(=O)N(CC(C)C)C3CCS(=O)(=O)C3)ccc2n1-c1ccccc1 (centres undefined),3,0,-0.6,5,1.8,4,0.6,-12,1
CC(C)CCOC(=O)C1[C@H]2C(=O)N(Cc3cccs3)C[C@]23C=C[C@H]1O3 (some centres undefined),2,0,-0.6,-4,0.7,4,0.3,19,-3
O=C(COC(=O)/C=C/c1cccc(F)c1)Nc1ncccn1,0,3,0.6,-5,3.3,24,0.2,14,-1
CC(=O)CCc1oc2ccc(C)cc2c1-c1ccccc1,5,0,0.0,-2,-1.9,6,-0.9,-17,0
COc1cccc(S(=O)(=O)N2CCN(C(=O)c3ccco3)CC2)c1,4,2,0.1,-2,0.0,-5,0.6,31,2
CC(C)c1ccc(N(C(=O)c2csnn2)C(C(=O)NC(C)(C)C)c2ccncc2)cc1 (centres undefined),8,-3,-1.1,-2,-1.2,-43,-0.9,11,0
COCc1n[nH]c(=S)n1-c1cccc2ccccc12,-1,-1,0.4,-5,-0.8,19,0.2,1,2
Cc1nc2c(oc3ccc(Cl)cc32)c(=O)[nH]1,1,-2,1.3,1,2.7,8,0.5,5,1
COC(=O)c1ccc(CSc2nnc(CNC(=O)c3ccc(OC)cc3)o2)o1,5,1,-1.9,2,-0.1,14,0.4,2,1
COC(=O)c1[nH]c2ccc(C)cc2c1NC(=O)CN1CCN(Cc2ccccc2)CC1,4,1,-7.4,-3,1.6,24,0.9,19,-2
Cc1cc(NC(NC(=O)c2ccco2)(C(F)(F)F)C(F)(F)F)no1,7,6,-2.3,-10,1.6,7,0.1,-6,5
COCCNC(=O)CCc1ccc(S(=O)(=O)Nc2ccc(C)cc2)cc1,3,3,-1.8,-5,-0.5,3,0.2,13,-3
Cc1cc(NC(=O)CCC(=O)N(CC(=O)NCC2CCCO2)c2ccccc2C)no1 (centres undefined),3,-5,-2.0,-4,-0.8,14,-0.5,22,-2
O=C1OCC/C1=C\c1ccc(O)cc1,2,-5,4.8,-1,1.0,28,1.1,15,-2
Cc1cccc(C(=O)NC(NCCc2ccccc2)C(Cl)(Cl)Cl)c1 (centres undefined),0,1,-2.7,-1,-2.2,45,-1.6,8,-3
Cc1cc(C)c(NC(=O)COc2nncc3ccccc23)c(C)c1,4,4,0.6,-6,-0.1,-42,1.0,10,-1
O=C(Nc1cccc(C(=O)N2CCOCC2)c1)c1ncn[nH]1,5,0,-1.1,-4,0.7,8,1.0,11,-1
CC(=O)Nc1cccc(OCCCOc2ccc([N+](=O)[O-])cc2)c1,-4,-4,5.1,-3,3.5,10,0.3,9,4
COc1ccc(OC)c(C2C(C#N)=C(N)Oc3cc(N)ccc32)c1 (centres undefined),-1,-3,-2.8,-1,1.7,20,0.7,17,-3
CC(C)OC(=O)CC(NC(=O)OC(C)(C)C)c1ccccc1 (centres undefined),7,1,1.7,2,0.6,9,-1.0,-17,1
O=C(CC1C(=O)NCCN1C(=O)Nc1ccc(F)cc1)Nc1ccc(F)cc1 (centres undefined),-2,-5,5.1,-1,0.8,0,1.0,-3,3
CCN1/C(=C/c2ccc3ccc(C)cc3[n+]2CC)Sc2ccccc21,88*,100*,-16,2,31*,73*,13*,49,2
O=c1cc(O)c2c(=O)n(-c3ccccc3)c3c(c2o1)CCCCC3,4,0,0.6,-2,-0.7,36,0.9,30,1
Cc1nc(Sc2ccc(Br)cc2)c(C#N)c(C)c1[N+](=O)[O-],-2,1,-0.2,-14,-1.0,29,-0.9,21,7
Cc1c(-c2ccc(Br)cc2)[n+](=O)c2c(n1[O-])CCCC2,1,0,1.0,2,-0.3,7,0.0,-16,-1
COC(=O)C1=C(C)N(C)C(C)=C(C(=O)OC)C1c1cccc(Br)c1,5,3,-9.5,-7,-3.2,71*,-1.6,20,-3

# Looked up one by one from the list above, four records:
SMILES,BaF3 tox,Ba/F3 V617F tox,TNF death inh,RBBP9 inh,TRPN1 ag,CHOP inhibitor,TRPML3 agonist,PPC-1+TRAIL kill,Wee1 degr inh
Cc1nc(Sc2ccc(Br)cc2)c(C#N)c(C)c1[N+](=O)[O-],-2,1,-0.2,-14,-1.0,29,-0.9,21,7
CC(C)OC(=O)CC(NC(=O)OC(C)(C)C)c1ccccc1 (centres undefined),7,1,1.7,2,0.6,9,-1.0,-17,1
O=c1cc(O)c2c(=O)n(-c3ccccc3)c3c(c2o1)CCCCC3,4,0,0.6,-2,-0.7,36,0.9,30,1
COc1ccc(OC)c(C2C(C#N)=C(N)Oc3cc(N)ccc32)c1 (centres undefined),-1,-3,-2.8,-1,1.7,20,0.7,17,-3

# Next section
SMILES,BaF3 tox,Ba/F3 V617F tox,TNF death inh,RBBP9 inh,TRPN1 ag,CHOP inhibitor,TRPML3 agonist,PPC-1+TRAIL kill,Wee1 degr inh
CCN1CCN(CCNC(=O)c2ccc(CS(=O)(=O)c3c(Cl)cccc3Cl)o2)CC1,2,2,1.3,-12,1.1,9,0.4,11,2
CC(C)CNC(=O)COc1ncnc2ccccc12,3,1,0.5,-3,1.4,-3,1.1,-2,1
S=c1[nH]nc(-c2ccc(Br)cc2)n1Cc1ccco1,-2,-3,0.0,1,0.1,41,-0.7,16,-2
CN(C(=O)COc1ncnc2c1cnn2-c1ccccc1)C1CCCCC1,-1,1,-0.8,-8,1.3,7,2.5,25,1
O=[N+]([O-])c1cc(-c2nc(-c3ccncc3)no2)cc([N+](=O)[O-])c1,-2,-5,-2.0,-4,-0.4,-5,0.5,14,0
Cc1ccsc1/C=N/NC(=S)NCCc1ccccc1,6,-2,0.0,-6,-1.0,42,0.5,8,-4
COc1ccc(C(=O)NNC(=S)NC(=O)c2ccco2)cc1,2,1,-8.2,-6,0.6,18,6.7,19,2
Cc1cc(SCC(=O)N(C)c2c(N)n(Cc3ccccc3)c(=O)[nH]c2=O)nc2ccccc12,5,0,-0.2,-4,1.7,28,0.9,-8,-1
COc1ccc(/C=C2\SC(=O)NC2=S)cc1OC,-1,-5,1.8,3,74*,55,43*,27,2
NC(=O)COC(=O)CC1CC2CCC1C2 (centres undefined),2,-7,0.0,0,-0.7,18,0.1,13,-4
COc1cc2[nH]c(=O)n(Cc3ccccc3Cl)c(=O)c2cc1OC,6,-2,0.2,-5,-0.6,14,0.1,-2,1
Cn1ncc(C#N)c1/N=C/N1CCCCCC1,0,-4,0.8,-3,-0.3,-9,0.7,15,-2
O=c1[nH]cnc2c1sc1nc(-c3ccccc3)c3c(c12)CCCC3,3,-4,0.1,-7,1.2,4,0.6,-8,0
Cc1noc(NS(=O)(=O)c2ccc(N/C=C\C(=O)c3ccc(F)cc3)cc2)c1C,3,-3,0.4,3,1.2,0,1.0,31,-1
Cc1c(C(=O)O)c2cc(O)ccc2n1-c1ccccc1,3,6,-0.6,5,-1.2,13,-0.9,-18,0
COc1ccc(C2=CSC3=NNC4(CCCCC4)NN23)cc1,-1,-3,1.2,-1,-1.1,-18,0.6,2,-1
O=C(O)C1Cc2ccccc2CN1S(=O)(=O)c1ccc2ccccc2c1 (centres undefined),4,-1,0.2,0,-0.2,-2,0.2,16,1
Cc1c(C(=O)NCC2CCCO2)cccc1[N+](=O)[O-] (centres undefined),0,-2,2.3,-7,-0.7,4,-0.3,7,0
CCC(=O)c1ccc(OCC(=O)N2CCCC2)c(OC)c1,4,-2,0.5,8,0.9,-13,-0.4,·,1
Cc1cccc(NC2SC(=O)N(CC(=O)O)C2=O)c1 (centres undefined),3,0,1.6,-6,-0.7,24,0.1,29,1
CC/C(=C1/C(=O)CC(C)(C)C(C(=O)OC)C1=O)N1CCCC1 (centres undefined),3,1,-0.4,2,1.7,18,0.5,-12,0
CCN1CCCC1Cn1cnc2c([nH]c3cccc(Cl)c32)c1=O (centres undefined),9,3,2.3,2,0.4,14,0.3,-3,4
CC1CC(=O)c2cnc(Nc3cccc(C(F)(F)F)c3)nc2C1 (centres undefined),3,3,1.6,0,-0.4,12,-0.7,6,2
